Assay outcomes: PubChem, National Center for Advancing Translational Sciences (NCATS)
TrxR1 substrate = is turned over as a substrate by rat TrxR1; actives 0.01% (n = 390,000); O89049; AID 588456; Potency, µM (doses to about 114 µM), for the others: top-dose activity change, negative = substrate turnover; purified TrxR1 substrate turnover, NADPH consumption readout; also: potency is read from the fitted curve at half-maximal effect; % is scaled to controls: 0 for no effect and ±100 for the full control effect; nearly all actives have a fitted effect of over 50% in size
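Rat TrxR1, dispensed at 90 nM, was prereduced with 400 uM NADPH (final) for 5 min at ~22 deg C, then incubated with compound 15 min before 400 uM selenite. A first-read NADPH fluorescence drop versus no-compound background flagged substrates.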
IDH1 R132H inh = human IDH1 R132H inhibition | actives 0.093% (n = 390,000) | Potency, µM (doses to about 76.6 µM), inactives show at the top dose activity change, negative = inhibition, usual class: inhibitors | AID 602179 | IDH1-R132H enzyme, NADPH consumption, diaphorase/resazurin fluorescence | O75874; also: potency is read from the fitted curve at half-maximal effect; % is scaled to controls: 0 for no effect and ±100 for the full control effect; nearly all actives have a fitted effect of over 65% in size
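IDH1-R132H (0.5 ug/mL dispensed) in pH 7.5 Tris buffer was preincubated 30 min with compound, then given a substrate mix of 0.016 mM NADPH and 2 mM alpha-KG for 80 min at room temperature; remaining NADPH was read by diaphorase/resazurin fluorescence.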
RXFP1 agonist = activates the human relaxin receptor RXFP1. HEK293T-RXFP1 cAMP TR-FRET, 30 min; response scale: percent of porcine relaxin response, buffer zero. Potency, µM (doses to about 57.5 µM), for the others: at the top dose activation, hits mostly activators. actives 0.3% (n = 370,000). Q9HBX9. AID 2676; also: potency is read from the fitted curve at half-maximal effect; % is scaled to controls: 0 for no effect and ±100 for the full control effect; nearly all actives have a fitted effect of over 60% in size; many of its hits are not listed in these tables
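Agonist response is measured as cAMP accumulation in an RXFP1-transfected HEK293T line under PDE4 inhibition. Values are scaled between buffer-only and 29 nM porcine relaxin, and EC50s come from standard Hill equation fits.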
USP1 inh = USP1/UAF1 (human) deubiquitinase inhibition | Potency, µM (series often up to 57.1 µM), for the others: top-dose activity change, negative = inhibition, most hits filed as inhibitors | recombinant USP1/UAF1, Ub-Rhodamine cleavage fluorescence | actives 0.23% (n = 390,000) | AID 743255 | O94782; also: potency is read from the fitted curve at half-maximal effect; % is scaled to controls: 0 for no effect and ±100 for the full control effect; nearly all actives have a fitted effect of over 60% in size; inactives centre near -12
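1 nM enzyme complex + cpd, 15 min RT; start with Ub-Rho 150nM final; kinetic fluorescence ex 480/em 540, 6 reads q60 s. Buffer 50mM HEPES pH 7.8, 0.5mM EDTA, 0.1 mg/ml BSA, 1mM TCEP, 0.01% Tween-20.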
PI4K2A block = blocks human PI4K2A kinase activity; Q9BTU6; purified PI4K2A, ADP-Glo luminescence, 1 h; stronger effect = lower value; activity change, negative = inhibition, % at 76.9 µM; actives 0.13% (n = 420,000); AID 1346378; in the data active = activity change below about -50%; inconclusive = mostly about -30% to -49%;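 also: -100% = wells without enzyme as full effect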
Target sequence (Q9BTU6 whole entry, looked up): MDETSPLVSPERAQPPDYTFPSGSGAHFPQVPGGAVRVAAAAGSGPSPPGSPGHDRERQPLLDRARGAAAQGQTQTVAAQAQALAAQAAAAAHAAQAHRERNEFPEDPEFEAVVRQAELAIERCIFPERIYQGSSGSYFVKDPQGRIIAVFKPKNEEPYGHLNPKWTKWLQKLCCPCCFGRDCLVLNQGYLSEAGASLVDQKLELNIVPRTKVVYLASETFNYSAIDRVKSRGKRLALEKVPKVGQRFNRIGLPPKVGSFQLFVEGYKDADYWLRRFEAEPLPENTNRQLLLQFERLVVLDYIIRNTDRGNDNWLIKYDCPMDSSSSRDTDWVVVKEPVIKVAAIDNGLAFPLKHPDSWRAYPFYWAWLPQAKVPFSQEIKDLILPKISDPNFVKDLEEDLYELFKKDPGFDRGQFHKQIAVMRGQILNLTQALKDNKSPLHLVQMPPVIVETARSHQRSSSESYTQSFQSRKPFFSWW
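ADP-Glo luminescence measured ADP generated by PI4K2A enzyme (4 ug/mL before mixing) with 1.2 mM PI substrate (pre-mix) and 300 microM ATP (pre-mix). Tris pH7.5 buffer with MgCl2, Triton X-100; 1 h reaction at ambient temperature.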
Vif-A3F inh = blocks the Vif interaction with APOBEC3F | actives 0.2% (n = 390,000) | Potency, µM (doses to about 46.1 µM), for inactives: at the highest dose activity, negative = active | HeLa A3F-eYFP + Vif (tagged APOBEC3F with the HIV-1 protein that degrades it), YFP fluorescence increase; also: potency is read from the fitted curve at half-maximal effect; % of control where 0% means no effect; nearly all actives have a fitted effect of over 65% in size
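HeLa cells stably expressing A3F-eYFP plus Vif, plated and incubated overnight at 37 deg C, then exposed to compounds overnight at 37 deg C. Blocked degradation read as raised yellow fluorescence (Ex 488/Em 500-530).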
Vif-A3G inh = blocks the Vif interaction with human APOBEC3G; Q9HC16; actives 0.076% (n = 410,000); Potency, µM (top dose mostly 46.1 µM), for inactives: at the top dose activity, negative = active, actives largely listed as inhibitors; HeLa A3G-eYFP + Vif (tagged APOBEC3G with the HIV-1 protein that degrades it), YFP fluorescence, overnight;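 also: potency is read from the fitted curve at half-maximal effect; % is scaled to controls: 0 for no effect and ±100 for the full control effect; nearly all actives have a fitted effect of over 60% in size; hits raise eYFP signal because A3G escapes Vif-driven loss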
Target sequence (Q9HC16 whole entry, looked up): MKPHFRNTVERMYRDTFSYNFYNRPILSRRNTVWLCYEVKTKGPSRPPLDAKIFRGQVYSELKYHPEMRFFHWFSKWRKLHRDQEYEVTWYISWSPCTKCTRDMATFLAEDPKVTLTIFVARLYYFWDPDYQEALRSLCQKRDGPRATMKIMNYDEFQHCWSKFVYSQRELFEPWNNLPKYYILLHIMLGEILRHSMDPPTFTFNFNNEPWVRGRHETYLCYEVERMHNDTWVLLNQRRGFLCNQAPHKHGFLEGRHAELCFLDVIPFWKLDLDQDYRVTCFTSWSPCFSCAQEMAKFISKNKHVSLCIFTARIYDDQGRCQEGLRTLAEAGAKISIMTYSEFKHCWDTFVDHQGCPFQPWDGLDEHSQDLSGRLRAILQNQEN
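Read-out is eYFP fluorescence (Ex 488/Em 500-530) from Vif-expressing HeLa A3G-eYFP cells; more signal means A3G escaped Vif-mediated degradation. Cells plated overnight, compound pinned in, incubated overnight at 37 deg C.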
LDHA block = LDHA (human) enzyme inhibition; purified LDHA, NADH/diaphorase-resazurin fluorescence; stronger effect = lower value; activity change, % (values are at about 110 or 230 µM); AID 1347041; P00338; actives 0.15% (n = 480,000); in the data active = activity change below about -30%; inconclusive = mostly about -25% to -30%;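 also: plate controls were DMSO wells for no effect and wells without enzyme for full effect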
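Remaining NADH was detected by diaphorase (0.133 mg/mL) converting 37 µM resazurin to fluorescent resorufin, read at 0 and 20 minutes. The preceding 5-minute room-temperature reaction used 2 nM LDHA, 0.2 mM sodium pyruvate and 0.06 mM NADH at pH 7.4.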
GRP78 ERSR act = induces the endoplasmic reticulum stress response in human glioma cells. U87-MG GRP78 promoter luciferase reporter, 16 h. actives 0.02% (n = 420,000). Potency, µM, without a hit: top-dose activation, actives largely listed as activators. AID 602332; also: potency is read from the fitted curve at half-maximal effect; series mostly up to about 76 µM; % of control where 0% means no effect; nearly all actives have a fitted effect of over 35% in size
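Stably transfected U87-MG human glioma cells carrying a GRP78-based luminescent sensor were seeded at 1000 cells/well, pin-dosed with compounds and incubated 16 h. Luciferase reagent was then added, and end-point luminescence was read after 10 min at room temperature.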
Numbers without * were called inactive; ? = inconclusive; . = no result given; & = joins results of further samples; [ ] = dose if it differs, or a comment. Unless noted, calls follow the shape of the dose curve; as a rule, active = well fitted curve in the direction sought with a large enough effect; inconclusive = small, poorly fitted or top-dose-only effect, or another doubt; inactive = no such curve, though single readings can be large; an effect the other way counts as inactive or inconclusive.

Results follow in this order: TrxR1 substrate, IDH1 R132H inh, RXFP1 agonist, USP1 inh, PI4K2A block, Vif-A3F inh, Vif-A3G inh, LDHA block, GRP78 ERSR act
O=C1N=C(N2CCOCC2)S/C1=C/c1cc2c(cc1[N+](=O)[O-])OCO2
  -16%[57.1 µM], 1%, -5.2%, -23%, 0, -9%, -29%, 4, 5%
Cn1nnc(NC(=O)c2cccc([N+](=O)[O-])c2)n1
  -8%, 0%, 10%, -9%, 2, -12%, -1%, -5, -5%
Cc1cc(NC(=O)CCC(=O)N(CC(=O)NC2CCCC2)Cc2ccc(F)cc2)no1
  -1%, 4%, 0.1%, -6%, 6, 4%, -1%, 0, -3%
COc1ccc(C(=O)Cn2cnc3ccc(Cl)cc3c2=O)cc1F
  2%, 3%, 6.4%, -21%, -7, 6%, 0%, -1, -4%
COC(=O)c1oc2ccccc2c1NC(=O)CN1CCCC1
  10%, 3%, 0.0%, -9%, -5, -4%, -3%, -5, 0%
COC(=O)C1CCN(C(=O)C2CCCCC2)CC1
  1%, -7%, 0.8%, -20%, -4, 2%, -1%, -9, -6%
CCOC(=O)NC(=O)/C(C#N)=C\NNc1ncc(C(F)(F)F)cc1Cl
  -2%[57.1 µM], -7%, -1.0%, -10%, -1, -4%, 1%, -13, -1%
Cc1ccc(-n2c(SCC(=O)N3CCOCC3)nc(O)c(Cc3ccccc3)c2=O)cc1
  4%, 0%, -1.0%, -11%, -4, -8%, -1%, -4, 1%
COc1cc2c(cc1OC)CN(C(=O)CCOc1ccccc1)CC2
  ?, 4%, -0.8%, -19%, 1, -12%, ?, 0, -3%
N#Cc1ccc(C(=O)NC2=NCCS2)cc1
  -1%, -4%, 4.1%, -8%, 1, -8%, 0%, -5, 0%
O=C(Nc1ccc(N2CCCC2)c(Cl)c1)c1cccc(-c2cc3ccccc3oc2=O)c1
  -8%, -2%, 4.2%, -23%, -4, -2%, -1%, -4, 0%
Cc1cc(C)c(S(=O)(=O)NCc2nc3nc(C)cc(C)n3n2)c(C)c1
  1%[57.1 µM], 11%, -0.4%, -20%, 3, 1%, -1%, 0, -1%
O=C(Nc1ccccc1)/C(=C/c1ccc(O)cc1)NC(=O)c1ccco1
  -6%, 0%, 1.4%, -21%, -3, 1%, 2%, -2, -2%
CC(=O)c1cccc(OC(=O)c2ccc3c(=O)n4c(nc3c2)CCC4)c1
  3%, 7%, 0.3%, -20%, -2, 14%, 2%, -14, 0%
Cc1nnc(NC(=O)c2cc(-c3ccncc3)nc3c(C)cccc23)s1
  4%, -8%, -0.9%, -26%, -6, 1%, 0%, -2, 10%
COc1ccccc1C(CNC(=O)c1ccc(S(=O)(=O)NCc2ccco2)cc1)N(C)C (configuration not stated)
  10%[57.1 µM], 5%, 1.6%, 1%, 7, -9%, -7%, -7, -4%
Cc1nn(-c2ccccc2)c(C)c1C=O
  3%, -19%, -0.2%, -9%, -3, 6%, 1%, -1, -1%
COC(=O)c1ccc(NC(=O)CSc2nc3ccccc3c(=O)[nH]2)cc1
  0%, 3%, 0.5%, -3%, 1, 2%, 4%, 3, -4%
CCN1C(=O)CSC1=Nc1cccc(C(=O)O)c1
  -1%[57.1 µM], 5%, -1.8%, -15%, -6, 6%, 1%, -2, 3%
CC(=O)N1CCOc2ccc(S(=O)(=O)N3CCC(C)CC3)cc21
  3%[57.1 µM], -4%, 0.7%, -13%, 2, -14%, 1%, 0, -3%
COC(=O)[C@@H]1C[C@@H]2CC[C@@H](O)C[C@@H]2N1Cc1ccc(N2CCN(C)CC2)cc1
  8%, -5%, 0.0%, -28%, 0, -7%, -5%, 2, -3%
CCCCCCOC(=O)NCC(O)c1ccccc1 (configuration not stated)
  7%, 7%, 1.0%, -14%, -10, 4%, 2%, 1, 10%
Cc1onc(-c2ccccc2)c1NC(=O)N(Cc1ccccc1)C(C)C
  7%, -14%, 3.6%, -21%, -4, -6%, -7%, -5, -6%
Cn1c(=O)cc(N2CCCCC2)[nH]c1=O
  4%[57.1 µM], -4%, 0.5%, -12%, -1, -2%, -1%, 1, -5%
CC(=O)Nc1ccc(Oc2cc(NC(C)=O)cc([N+](=O)[O-])c2)cc1
  3%[57.1 µM], -1%, 2.5%, -10%, 7, 6%, -4%, -11, -4%
CCN(C(=O)CSc1nc(-c2ccc(C(C)C)cc2)no1)c1ccccc1
  -6%[57.1 µM], -2%, 1.5%, ?, 2, 2%, 2%, -4, -3%
CCN=C(NCC)SC1CC(=O)N(c2ccccc2)C1=O (configuration not stated)
  2%[57.1 µM], -4%, -0.3%, -8%, 12, 5%, 2%, -11, -5%
COc1cccc(CN2C(=O)CN(C3CCCCC3)C(=O)C2c2ccc(OC)c(OC)c2)c1 (configuration not stated)
  -4%[57.1 µM], -13%, -2.3%, -21%, -2, 2%, -1%, -2&-7, -3%
Cc1ccc2nc(-c3cccc(Br)c3)c(CC3CCCCC3)n2c1
  ., ., ., ., -3, ., -30%, 0, -3%
O=C(CC1SCCNC1=O)Nc1cc(Cl)cc(Cl)c1 (configuration not stated)
  9%[57.1 µM], -4%, 0.6%, -15%, -3, 1%, -6%, -7&2, 5%
Cc1ccc(CNC(=O)c2c(-c3ccccc3Cl)noc2C)cc1
  -3%, -8%, -1.2%, 5%, 2, -2%, -4%, -4, 2%
CC1CCCN(C(=O)c2cccc(S(=O)(=O)N3CCCC3)c2)C1 (configuration not stated)
  8%, 2%, 2.1%, -22%, -2, -8%, 2%, 1, -3%
CCC(=O)NCCNc1nc2cc(C)c(C)cc2cc1C#N
  78%[activator], 16%, 0.2%, -16%, 3, ., 0%, -3, 4%
COCCCNC(=O)Cn1c(=O)n(-c2ccccc2)c(=O)c2c1c1cc(OC)ccc1n2C
  337%[activator], -6%, 11%, -8%, 1, 0%, 0%, -2, -2%
Cc1cc(C)cc(N=Cc2ccc([N+](=O)[O-])s2)c1
  -15%, 4%, -1.6%, 13µM*, -13, 4%, ?, 35, -9%
COc1ccc(NC(=O)N(C)C[C@H]2Oc3ccc(NS(=O)(=O)c4ccc(F)cc4)cc3C(=O)N([C@H](C)CO)C[C@@H]2C)cc1
  8%, 0%, ., -20%, -7, 7%, 0%, -5, -1%
COc1ccc(NC(=S)N2CCC(NC(=O)c3ccc(OC)cc3)CC2)cc1
  -5%[57.1 µM], -11%, -1.1%, -4%, -3, 0%, -2%, -6, -1%
CC(=O)Nc1cc(-c2nc3cc(Cl)ccc3o2)ccc1C
  -5%, ., -0.7%, ?, 2, ., ., -4, .
Cc1nc2ccccc2c(=O)n1NC(=O)c1cc(Br)ccc1Cl
  4%, 19%, 6.1%, -8%, -1, 0%, 1%, -4, -4%
CCC(C)(C(=O)NC1CCCCC1)N(Cc1ccco1)C(=O)Cc1cccs1 (configuration not stated)
  17%[57.1 µM], 9%, 0.6%, -19%, 1, -3%, -4%, 0, -3%
O=c1oc2ccccc2cc1C1=Nn2c(nnc2-c2cccnc2)SC1
  -5%, 5%, -0.3%, -2%, -24, ., -3%, -1, -5%
CCc1ccc(NC(=O)CSc2nc3ccccc3c(=O)n2CCC(=O)NC2CCCCC2)cc1
  4%[57.1 µM], 1%, 0.6%, -1%, 1, -7%, -1%, -3, -3%
O=C(CSc1ncccn1)N/N=C/c1cccs1
  3%, 6%, 3.0%, -18%, 0, -1%, 0%, -4, ?
CCN(CC)c1ccc(NC(=O)Cn2nc(C)n3cccc3c2=O)c(C)c1
  19%, -2%, ?, 13%, 0, 5%, 0%, 9, -1%
Cc1cccc(NC(=O)CSc2nc(=O)n3ccccc3n2)c1C
  5%[57.1 µM], 8%, 20%, -16%, 2, -9%, 4%, -6, 1%
O=C(NCc1ccccc1)c1c[nH]c2ccccc2c1=O
  3%, -3%, 2.3%, 6%, -1, -1%, -3%, -3, 3%
O=C(COc1ccc(S(=O)(=O)N2CCc3ccccc32)cc1Cl)NCc1ccccn1
  0%[57.1 µM], 0%, 0.9%, -5%, -2, -2%, 1%, 4, -3%
O=C(/C=C/c1ccc(-c2ccccc2[N+](=O)[O-])o1)c1ccc(F)cc1
  -9%, 2%, 1.5%, -12%, 1, -6%, -13%, 2, 2%
CC(=O)Nc1ccc(NC(=O)c2cc(-c3ccc(C)c(C)c3O)n[nH]2)cc1
  -9%, 4%, -3.4%, -23%, 6, 1%, 0%, -4, 9%
COCCNC(=O)CN(C(=O)Cn1nnc2ccccc21)c1ccc(F)c(Cl)c1
  0%, -1%, 0.1%, 1%, 6, -1%, 4%, -7, -3%

A portion of the library; rates above refer to the full screens.
